# Pf Dd2 inh = blocks in vitro growth of P. falciparum Dd2. P. falciparum Dd2 growth, SYBR Green, 72 h. Potency, µM (highest dose often 28.9 µM), for inactives: at the top dose activity, negative = inhibition, hits mostly inhibitors. 4.3% of 120,000 active; active = well fitted inhibition curve with a large enough effect; inconclusive = small, poorly fitted or top-dose-only effect; inactive = no such curve, though single readings can be large or run the other way;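 also: plate controls were DMSO vehicle for no effect and reference drug for full effect; nearly all actives have a fitted effect of over 65% in size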
#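 Readout: SYBR Green fluorescence, 485 nm excitation, 535 nm emission, after ~16 h lysis at 37C. Before that, Dd2-infected red cells (2.5% hematocrit) grew 72 h with compound, 29 uM top final concentration.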
# An asterisk follows results filed as active; i = inactive; u = inconclusive; [ ] = another dose, or the depositor's remark. Potency is read from the fitted curve at half-maximal effect. A portion of the library. The share of hits here may be higher or lower than overall.
mol | Pf Dd2 inh
Cc1ccc(CN2CCC3(CC2)CC(c2ccccc2)C(=O)N3C)cc1F (stereo unspecified) | u
N#Cc1cccc(C(=O)N2CCCN(C(=O)C3CC3)C(c3ccccc3)CC(=O)NCC2)c1 (stereo unspecified) | -11.3%
O=C(NCc1nc(-c2ncccn2)no1)C1CC2(CCNCC2)CN1 (stereo unspecified) | -4.4%
Cc1oc(C(O)c2cncnc2)nc1C(=O)Nc1ccc2c(c1)NC(=O)CO2 (stereo unspecified) | -8.2%[44.1 µM]
CCOC(=O)N1CCC(NC(=O)c2ccc3c(c2)N(Cc2cc(C)ccc2C)C(=O)c2ccccc2S3(=O)=O)CC1 | 11.2µM*
Cc1ccc(NC(=O)N2CCc3c(C(=O)NCCCN4CCCC4=O)cccc32)cc1 | u
Cc1ncsc1C(=O)N1CCc2c(n(Cc3ccccc3)n(-c3ccccc3)c2=O)C1 | -25.7%[44.1 µM]
CC(=O)N[C@@H]1C[C@H](Cc2ccccc2)O[C@H](c2c(C)nn(C(C)(C)C)c2C)C1 | -20.5%
Cc1ccc(-n2nc3c(=O)n(CCCC(=O)NCc4ccc(F)cc4)nc(C)c3c2C)cc1 | 6.5%
CCn1c(C2CCCN(C(=O)c3ccc(C(C)(C)C)cc3)C2)nn(C)c1=O (stereo unspecified) | -3.4%
Cc1nn(CCC#N)c(C)c1[C@@H]1C=C[C@@H](NCc2ccc(C(C)C)cc2)C1 | u
O=c1oc2c(CN3CCN(CCO)CC3)c(O)ccc2cc1-c1ccccc1 | -16.8%
Cc1nc(C)c(C(=O)NCC2CCCCC(=O)N2)s1 (stereo unspecified) | u
Cc1cccc(N2CCN(C(=O)Cn3c(=O)c4cccn4c4ccc(F)cc43)CC2C)c1 (stereo unspecified) | i
COc1cc(NC(=O)NCCn2nnc3cc(S(=O)(=O)N(C)C)ccc32)cc(OC)c1OC | 10.0%
COc1ncc(-c2nccc3c(=O)cc(N4CCN(C)CC4)oc23)cn1 | -5.9%[44.1 µM]
COc1ccc(N2Cc3c(NCCc4ccc(Cl)cc4)ncnc3N(C)CC2=O)cc1 | i
O=C(NCCOCCn1c(=O)oc2ccccc21)Nc1ccc(Cl)cc1 | 15.9%
O=C1C(O)C2(CCCCC2)N1C1CCN(Cc2ccc(F)c(F)c2)CC1 (stereo unspecified) | u
Cc1nn(C)c(C)c1S(=O)(=O)NCCc1noc(-c2cccnc2)n1 | u
O=C(Nc1cccc(C(F)(F)F)c1)O[C@@H]1CO[C@H]2[C@@H]1OC[C@@H]2NC(=O)C1CCC1 | -2.0%[44.1 µM]
CC(C)c1ccc(S(=O)(=O)c2cn(CC(=O)Nc3ccc(F)cc3)c3ccccc3c2=O)cc1 | u
O=C1CCCN1CCc1nc(C2CCOC2)nn1-c1cccnc1 (stereo unspecified) | -3.7%
CCc1cccc(OCC(=O)c2ccc3c(c2)N(CC(=O)NCc2ccco2)C(=O)CO3)c1 | i
COc1cc(NC(=O)c2cc3n(n2)CC(c2ccc(Cl)cc2)OC3)c(OC)cc1Cl (stereo unspecified) | i
Cc1cc(=O)n(CC(=O)Nc2cccc(Br)c2)c(N2CCOCC2)n1 | i
COc1ccc(C(C)NC(=O)c2noc(-c3ccc(C)cc3)n2)cc1 (stereo unspecified) | 7.4%
Cn1cnc2cc(-c3ccc(F)cc3)cc(C(=O)NCCN3CCOCC3)c21 | i
CCOc1ccc(NC(=O)C2(CC)CCCCC(=O)N2)cc1 (stereo unspecified) | 10.7%
O=C1CO[C@H]2CN(Cc3ccco3)C[C@H]2N1Cc1cccnc1 | 6.8%[44.1 µM]

# The final 4 compounds of the section above lead into the next:
mol | Pf Dd2 inh
COc1ccc(C(C)NC(=O)c2noc(-c3ccc(C)cc3)n2)cc1 (stereo unspecified) | 7.4%
Cn1cnc2cc(-c3ccc(F)cc3)cc(C(=O)NCCN3CCOCC3)c21 | i
CCOc1ccc(NC(=O)C2(CC)CCCCC(=O)N2)cc1 (stereo unspecified) | 10.7%
O=C1CO[C@H]2CN(Cc3ccco3)C[C@H]2N1Cc1cccnc1 | 6.8%[44.1 µM]
CCC(O)c1cc2n(n1)CCN(Cc1nnc(-c3cccc(F)c3)o1)C2 (stereo unspecified) | -14.4%
CN(C)CCNC(=O)c1ccc(-n2c(-c3ccccc3)cc3c2CCCCC3)cc1 | 0.355µM*
COC1CCN(CC2CCCCCN2C(=O)Nc2ccc3c(c2)OCCO3)CC1 (stereo unspecified) | i
COc1ccc(CCNC(=O)CSc2nnnn2-c2cccc(C(C)=O)c2)cc1OC | -5.8%
O=C(Cn1cccc1-c1nc(-c2ccc3c(c2)OCO3)no1)N1CCc2ccccc21 | u
Cc1noc(-c2ccc3c(c2)OCO3)c1C(=O)NCCCCc1ccccc1 | i
O=C(NC1CC1)c1ccccc1OC1CN(Cc2cccc(F)c2F)C1 | u
CNc1nc(C(=O)N2CCC3(CCC(=O)N(CC4CCCO4)C3)CC2)cs1 (stereo unspecified) | 0.6%
F[C@@H]1CN(Cc2ccc(C(F)(F)F)cc2)C[C@@H]1OCc1nc2ccccc2[nH]1 | -6.1%[44.1 µM]
CC(C)CCN1CCCC2(C1)C(=NC1CCCCC1)NC(=O)N2c1cccnc1 (stereo unspecified) | u
COc1cccc(CN2CC[C@H]3C(=O)NCCCCCCN(Cc4ccncc4)[C@@H]3C2)c1 | u
COc1ccc(C(=O)N2CCC(N3C(=O)C(OC)C34CCOCC4)CC2)c(OC)n1 (stereo unspecified) | 8.3%
C[S+](=O)([O-])N1CC2(Cc3ccccc31)CN(C(=O)Cc1ccccn1)C2 | 25.1%
COc1ccc(CC(=O)N2Cc3ccccc3CC3(CCN(C)C3)C2)cc1 (stereo unspecified) | u
CC(C)c1ccc(NC(=O)CSC2=Nc3ccccc3C3=NC(CCC(=O)NCc4ccc(F)cc4)C(=O)N23)cc1 (stereo unspecified) | -11.4%
CC1CCN([C@@H]2[C@H](O)[C@H](CO)O[C@@H]2CNC2CCOCC2)CC1 | -15.3%[44.1 µM]
CC1=C[C@@H](CO)[C@H](C(C)C)C[C@H]1Cc1nnc(-c2cccnc2)o1 | i
COCCC(=O)N1CC(F)(F)C[C@H]1c1nc(C2CC2)no1 | 1.2%
COc1ccccc1C(=O)N1CCCN(c2cc(-c3ccc(F)cc3)[nH]n2)CC1 | u
Cc1ccc(NC(=O)c2ccc(Br)cc2)c(C(=O)c2ccccc2)c1 | 3.8%
CCOc1ccc(C2Cn3nnc(-c4nc(-c5ccccc5)no4)c3CO2)cc1 (stereo unspecified) | i
Cc1cccc(OCC(=O)Nc2c(C(=O)Nc3ccc(F)cc3)oc3ccccc23)c1 | 28.9%
Cc1ccc(NC(=O)Cn2c(=O)n(Cc3nc(-c4ccccc4)no3)c(=O)c3cc4c(cc32)OCO4)cc1C | 4.1%
COc1ccc(-c2cc(N3CCC(NC(=O)c4cccc(Br)c4)C3)n[nH]2)cc1 (stereo unspecified) | i
O=C(c1cccc(O)c1)N1CCc2c(n(CCOc3ccccc3)n(-c3ccccc3)c2=O)C1 | u
CC1(c2noc(-c3ccccn3)n2)CCN(C(=O)CCc2nc3ccc(Cl)cc3[nH]2)CC1 | 5.62µM*
Cc1noc(-c2cn(C3CCN(C(=O)c4ccc(Cl)s4)CC3)nn2)n1 | u
COc1ccc(CSc2nc3ccncc3n2CC(=O)Nc2cc(C)cc(C)c2)cc1 | 49.0%[activator]
COc1ccc(C(=O)Nc2ccc(N3CCN(c4ccccc4)CC3)c(C(=O)O)c2)cc1 | 40.4%[activator]
COC(=O)c1cc(S(=O)(=O)N2CCN(c3ccc(OC)cc3)CC2)c[nH]1 | 1.5%
O=C(OCc1cc(=O)n2nc(-c3cccs3)sc2n1)c1cccc(F)c1 | 13.5%
Cc1ccc(CSc2nc3ccc(NC(=O)C(C)C)cc3s2)cc1 | -28.9%
O=C(CCSCc1cccc(F)c1)NCc1ccccc1 | 9.6%
CC(C)CN1C(=O)CO[C@H](c2ccc(NC(=O)COc3ccccc3)cc2)[C@H]1CO | i
COc1cc(Cl)ccc1C(=O)N1CCC[C@H]1c1nc(-c2ccccc2)no1 | i
CCOC(=O)c1cc(-c2ccccc2)n(CCC(=O)Nc2cc(OCC)ccc2OCC)c1C | 20.8%
CCN1C(=O)CCN(C(=O)CCC2CCCC2)CC12CCOCC2 | -13.0%
CN1C[C@@H](NC(=O)Nc2ccc(F)cc2)C[C@H]1c1nc(-c2ccccn2)no1 | -14.0%[44.1 µM]
COc1ccc(CCNC(=O)c2ccc3nc(Cc4ccccc4)oc3c2)cc1OC | u
c1ccc(C2=NOC3(CCN(C4COC4)CC3)C2)cc1 | 3.2%[44.1 µM]
COc1ccccc1C(=O)Nc1cc(-c2cccc(Br)c2)nn1-c1ccccc1 | u
CCn1cc(S(=O)(=O)c2ccccc2)c(=O)c2cc(C)ccc21 | -21.1%
CCc1ccccc1NC(=O)N1c2ccccc2CC1c1nc(C2CC2)no1 (stereo unspecified) | i[5.79 µM]
CC1=C[C@@H](CNC(=O)c2ccccc2)[C@H](C(C)C)C[C@H]1CC(=O)NCc1cccnc1 | i
Cc1cccc(NC(=O)CSc2nc3c([nH]c4ccccc43)c(=O)n2-c2cc(C)cc(C)c2)c1 | u
CC[C@@H]1[C@@H](NC(=O)c2ccc(N3CCN(C)CC3)cc2)[C@@H]2CCO[C@H]12 | -21.7%
CCn1cc(C(=O)N2CCN(c3cccc(Cl)c3)CC2)c(=O)c2cc(S(=O)(=O)N3CCCCC3)ccc21 | 95.8%[activator]
O=C(Nc1ccc(F)cc1)c1cnn2ncccc12 | i
CCCCN(C)C(=O)C1CCC(CNS(=O)(=O)c2ccc3c(c2)CC(C)N3C(C)=O)CC1 (stereo unspecified) | u
CCc1nn2c(=O)cc(COC(=O)C3CCCCC3)nc2s1 | i
Cc1nn(Cc2ccccc2)c(C)c1[C@@H]1C=C[C@@H](NC(=O)CCCC(=O)O)C1 | u
COCCNC(=O)[C@H]1C[C@H](Oc2cccnc2)CN1S(=O)(=O)c1ccccc1 | -21.4%
O=C(NC[C@H]1O[C@@H](CC(=O)N2CCN(c3ccccn3)CC2)[C@H](O)[C@@H]1O)Nc1cccc(F)c1 | -2.3%
Cc1ccc(NC(=O)C2CCN(C(=O)c3ncn4c3COC(c3ccc(F)cc3)C4)CC2)c(Cl)c1 (stereo unspecified) | u
CCOC(=O)c1cccc(NC(=O)CSc2ncc3c(n2)-c2ccc(Cl)cc2N(Cc2ccccc2)S3(=O)=O)c1 | u
O=C(NCC(c1cccnc1)N1CCc2ccccc21)c1cccc(F)c1 (stereo unspecified) | u
CCN(CC)C(=O)c1cc2c(n1C)CCN(Cc1ccc(F)cc1)C2 | 8.91µM*
CCCCCOc1ccc(NC(=O)Cn2c(-c3cncs3)nc3ccccc32)cc1 | -25.9%
O=C(N1CCC(n2cc(-c3nc(-c4ccccc4)no3)nn2)C1)C1(c2ccccc2)CC1 (stereo unspecified) | u
COCc1nc(C2CCCN(C(=O)CC3CCCCC3)C2)no1 (stereo unspecified) | 10.9%

# Exported with each value named: entries from further up
Cc1ccc(NC(=O)c2ccc(Br)cc2)c(C(=O)c2ccccc2)c1
  Pf Dd2 inh: 3.8%

CCOc1ccc(C2Cn3nnc(-c4nc(-c5ccccc5)no4)c3CO2)cc1 (stereo unspecified)
  Pf Dd2 inh: i

Cc1cccc(OCC(=O)Nc2c(C(=O)Nc3ccc(F)cc3)oc3ccccc23)c1
  Pf Dd2 inh: 28.9%

Cc1ccc(NC(=O)Cn2c(=O)n(Cc3nc(-c4ccccc4)no3)c(=O)c3cc4c(cc32)OCO4)cc1C
  Pf Dd2 inh: 4.1%

# Following part.
mol | Pf Dd2 inh
Cc1ccc(C(=O)Nc2sc3c(c2C(=O)NCc2ccco2)CCC(C(C)(C)C)C3)cc1 (stereo unspecified) | u
Cc1ncoc1C(=O)N1CCC(c2noc(-c3cnccn3)n2)C1 (stereo unspecified) | 6.1%[5.79 µM]
CCC(C(=O)Nc1cccc(Cl)c1C)n1nc(C)c2sc3ccccc3c2c1=O (stereo unspecified) | 18.0%
NC(Cc1ccccc1)C(=O)N1CCN(c2ccccn2)CC1 (stereo unspecified) | u
O=C1C(N2CCN(S(=O)(=O)c3cccs3)CC2)CCN1Cc1cccnc1 (stereo unspecified) | -11.5%
CN(C)[C@@H]1[C@@H](NC(=O)CCn2cnc3ccccc3c2=O)[C@H]2CCO[C@H]21 | 2.8%
COCCOC(=O)C1=C(C)N=C2SC=C(CC(=O)N3CCCCC3C)N2C1c1ccccc1 (stereo unspecified) | u
COCCOC1CN(C2CCN(Cc3ccncc3)CC2)C12CCCCC2 (stereo unspecified) | i
CC(C)C(=O)N1CC(c2nnc(-c3ccncc3)o2)C2(CCOCC2)C1 (stereo unspecified) | -1.5%
CCOc1ccc(CCNC(=O)c2ccc(CS(=O)Cc3cccc(Cl)c3)o2)cc1 (stereo unspecified) | -11.1%
COc1cccc(N2C(=O)NC(=NC3CCCCC3)C23CCN([S+](=O)([O-])c2cccc(C(F)(F)F)c2)CC3)c1 | -26.9%
COc1ccc(-c2ccc3c(c2)C(=O)N2CCN(C(=O)c4ccccc4)C[C@@H]2C(=O)N3)cc1 | 5.01µM*
CN1CCCC2(Cc3ccccc3CN(C(=O)Cc3ccccc3)C2)C1 (stereo unspecified) | u
O=C1CCCCC(C(=O)N2CC=C(c3ccccc3)CC2)N1 (stereo unspecified) | -22.2%
COc1ccc(NC(=O)NC[C@H]2C[C@@H]3CCN2C[C@@H]3CN2CCN(c3ncccn3)CC2)cc1 | i
